AmpC inh detg: inhibitors of E. coli AmpC beta-lactamase with detergent; P00811; Potency, µM (titrated, usually from 114 µM), for the others: top-dose activity change, negative = inhibition, actives largely listed as inhibitors; AmpC hydrolysis of nitrocefin, absorbance 480 nm, 0.01% Triton; hit rate 0.041% among 370,000;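 further: potency means the concentration at half of the fitted maximal effect; 0% = no-compound wells and -100% = no-enzyme wells; nearly all actives have a fitted effect of over 25% in size; some results filed as inactive show a strong effect at the top dose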
Target sequence (P00811 whole entry, looked up): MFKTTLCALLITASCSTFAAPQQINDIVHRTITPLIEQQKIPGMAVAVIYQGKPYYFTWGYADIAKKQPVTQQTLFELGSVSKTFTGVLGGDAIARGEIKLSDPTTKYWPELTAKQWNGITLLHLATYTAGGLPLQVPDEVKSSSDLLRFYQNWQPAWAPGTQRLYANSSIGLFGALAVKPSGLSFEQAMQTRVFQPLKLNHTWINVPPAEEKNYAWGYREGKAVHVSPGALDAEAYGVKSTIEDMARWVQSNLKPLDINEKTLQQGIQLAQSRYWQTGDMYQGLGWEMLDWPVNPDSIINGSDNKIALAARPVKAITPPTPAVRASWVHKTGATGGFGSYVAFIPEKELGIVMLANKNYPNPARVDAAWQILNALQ
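20 mM phosphate pH 7.0 + 0.01% (detergent screen) or 0.0001% Triton X-100; 5.3 nM AmpC reagent; cpd preinc 15 min RT; nitrocefin (800 uM stock) to start; A480 q20 s × 4 min; Activity was normalised to no-enzyme and no-compound control wells.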
Sm TGR block: inhibitors of Schistosoma mansoni thioredoxin glutathione reductase. AID 485364. Potency, µM (highest dose often 114 µM), for inactives: at the top dose activity change, negative = inhibition, actives largely listed as inhibitors. hit rate 3% among 360,000. purified TGR, DTNB reduction, TNB absorbance 405 nm. Q962Y6; further: potency means the concentration at half of the fitted maximal effect; nearly all actives have a fitted effect of over 60% in size
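First, TGR (20 nM dispensed) and NADPH were mixed with compound. Second, a 15 min room-temperature incubation followed. Third, further NADPH and then DTNB were added to start the reaction. Finally, TNB absorbance was monitored kinetically.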
Tb PYK inh: inhibitors of Trypanosoma brucei pyruvate kinase. hit rate 0.12% among 410,000. TbPYK enzyme, Kinase-Glo Plus ATP luminescence, 45 min. Potency, µM (top dose mostly 76.8 µM), for the others: at the top dose activity, negative = inhibition, actives largely listed as inhibitors; further: potency means the concentration at half of the fitted maximal effect; nearly all actives have a fitted effect of over 50% in size
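Glycolytic pyruvate kinase of T. brucei was incubated with substrate, test compound and 130 uM ADP for 45 minutes at room temperature. Luminescent Kinase-Glo Plus signal was measured after 10 minutes.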
AmpC no deterg: inhibitors of E. coli AmpC beta-lactamase without detergent | P00811 | AmpC nitrocefin hydrolysis, absorbance 480 nm, 0.0001% Triton | Potency, µM (top dose mostly 57.1 µM), for inactives: top-dose activity change, negative = inhibition, actives largely listed as inhibitors | hit rate 0.52% among 330,000 | AID 485341;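 further: potency means the concentration at half of the fitted maximal effect; plate controls were no compound for no effect and no enzyme for full effect; nearly all actives have a fitted effect of over 20% in size; some results filed as inactive show a strong effect at the top dose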
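AmpC (5.3 nM in the dispensed reagent) in 20 mM phosphate pH 7.0 with 0.01% (detergent screen) or 0.0001% Triton X-100 was preincubated with compounds for 15 min at room temperature. Nitrocefin was then added from an 800 uM solution, and hydrolysis was followed at 480 nm.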
AMA1 RON2 block: AMA1-RON2 (P. falciparum) interaction inhibition. Potency, µM (doses to about 58.2 µM), for inactives: top-dose activity change, negative = inhibition, usual class: inhibitors. AlphaScreen AMA1-biotinylated RON2 peptide binding. hit rate 0.2% among 360,000;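 further: potency means the concentration at half of the fitted maximal effect; 0% = vehicle wells and -100% = peptide control; nearly all actives have a fitted effect of over 45% in size; some results filed as inactive show a strong effect at the top dose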
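AMA1 (3D7) with his tag at 25 nM final met compounds first, then biotinylated RON2 peptide at 25 nM; detection used donor plus acceptor beads, 10 µg/mL apiece, read by AlphaScreen after 30 min at room temperature.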
HCMV antiviral: human cytomegalovirus inhibition; HFF cells, HCMV-luciferase reporter, 72 h; stronger effect = lower value; activity change, negative = inhibition, % at 57.5 µM; hit rate 4.5% among 410,000; in the data active means activity change below about -60%; inconclusive means no clear call, values can overlap the other calls; inactive means above about -39%
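Luciferase read-out from HCMV-luciferase-infected HFFs (MOI 1 PFU/cell) 72 h post infection at 37C; compounds added after 16 h cell attachment; activity normalized between buffer-only basal and Salinomycin (10uM) inhibitor controls.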
LmPK inhibitor: LmPK (Leishmania mexicana) enzyme inhibition. Q27686. purified LmPK, Kinase-Glo ATP luminescence, 1 h. Potency, µM (series often up to 57.5 µM), for inactives: at the highest dose activity change, negative = inhibition, usual class: inhibitors. hit rate 0.37% among 290,000. AID 1721; further: potency means the concentration at half of the fitted maximal effect
Target sequence (Q27686 whole entry, looked up): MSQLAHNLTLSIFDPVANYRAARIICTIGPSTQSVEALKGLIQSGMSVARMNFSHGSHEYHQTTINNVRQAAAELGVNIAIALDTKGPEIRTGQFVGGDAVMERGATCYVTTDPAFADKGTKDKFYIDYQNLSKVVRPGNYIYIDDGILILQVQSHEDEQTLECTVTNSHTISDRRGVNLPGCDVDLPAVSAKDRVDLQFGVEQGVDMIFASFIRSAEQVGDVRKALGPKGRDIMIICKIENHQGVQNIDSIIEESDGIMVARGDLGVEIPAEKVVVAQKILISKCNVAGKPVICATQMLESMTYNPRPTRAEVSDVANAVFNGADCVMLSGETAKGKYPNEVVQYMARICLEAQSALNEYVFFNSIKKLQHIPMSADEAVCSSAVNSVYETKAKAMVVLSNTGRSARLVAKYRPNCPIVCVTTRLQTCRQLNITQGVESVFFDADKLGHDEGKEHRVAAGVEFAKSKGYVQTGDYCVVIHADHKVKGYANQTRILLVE
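In 50 mM imidazole pH 7.2 with 7 mM MgCl2, LmPK (0.1 nM) turned over PEP (0.5 mM) and ADP (0.1 mM) for 1 h at room temperature. Luciferase read-out of ATP.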
Numbers without * were called inactive; [ ] = remark or other dose. Unless noted, the call rests on the fitted dose curve; in most records, active means well fitted curve in the direction sought with a large enough effect; inconclusive means small, poorly fitted or top-dose-only effect, or another doubt; inactive means no such curve, though single readings can be large; an effect the other way counts as inactive or inconclusive. Unless noted, on the % scale 0 is the no-effect control and ±100 the full control effect.

For COc1cccc(N2C(=O)C3C(C2=O)C3(c2ccccc2)c2ccccc2)c1 (centres undefined) the results were AmpC inh detg 6.8%, Sm TGR block 18.0%, Tb PYK inh 0.5%, AmpC no deterg -7.5%, AMA1 RON2 block -22.9%, HCMV antiviral -15.8 and LmPK inhibitor 8.4%.
Cc1ccc(OCC(=O)NNC(=O)c2ccccc2OCc2c(C)noc2C)cc1 was read as AmpC inh detg 6.3%, Sm TGR block 6.4%, Tb PYK inh -3.7%, AmpC no deterg -7.0%, AMA1 RON2 block 94.0%[activator] and HCMV antiviral inconclusive.
Screening Cc1cc(C)n(CCn2nc(C)cc2C)n1 returned AmpC inh detg inconclusive, Sm TGR block 2.0%, Tb PYK inh -7.9%, AmpC no deterg 40.2%, AMA1 RON2 block 4.6%, HCMV antiviral 5.2 and LmPK inhibitor -3.4%.
`COc1ccc(CCNC(=O)Cn2nc(C)n3c(cc4occc43)c2=O)cc1OC` gave AmpC inh detg -9.3%, Sm TGR block -10.4%, Tb PYK inh -2.8% and HCMV antiviral -1.1.
`COc1ccccc1NC(=O)Cn1nnc(C(=O)Nc2ccccc2Br)c1N` gave AmpC inh detg 5.4%, Sm TGR block 4.5%, Tb PYK inh 0.3% and HCMV antiviral 2.4.
Screening O=C(NNC1CC(c2ccccc2)=NN1C(=O)c1ccccc1)c1ccccc1 (centres undefined) returned AmpC inh detg -3.3%, Sm TGR block 1.8%, Tb PYK inh -3.5%, AmpC no deterg -2.2%, AMA1 RON2 block 2.9%, HCMV antiviral -9.8 and LmPK inhibitor 3.1%.
Screening CN[C@@H](CO)C(=O)NC[C@H]1O[C@@H](n2cnc3c(=O)[nH]c(N)nc32)[C@H](O)[C@@H]1O returned Tb PYK inh 0.0%, AMA1 RON2 block 2.8% and HCMV antiviral 14.9.
For N#Cc1sc2nc(C3CC3)cc(-c3ccc(Cl)cc3)c2c1N the results were AmpC inh detg inconclusive, Sm TGR block 4.9%, Tb PYK inh -9.5%, AmpC no deterg -21.7%, AMA1 RON2 block 152.0%[activator], HCMV antiviral 19.3 and LmPK inhibitor 2.3%.
Screening Cn1c(=O)[nH]c(=O)c2c1nc(SCc1ccccc1Cl)n2CC(N)=O returned AmpC inh detg inconclusive, Sm TGR block -10.1%, AmpC no deterg -9.7%, HCMV antiviral -19.1 and LmPK inhibitor -0.9%.
Cc1ccsc1C(=O)C1CCCN(Cc2ccc(O)cc2)C1 (centres undefined) was read as AmpC inh detg -2.0%, Sm TGR block -18.9%, Tb PYK inh -1.5%, AmpC no deterg -51.3%, AMA1 RON2 block 0.0%, HCMV antiviral 66.6 and LmPK inhibitor 6.5%.
For NC(=O)c1cc2cc(Cc3ccccc3Cl)ccc2oc1=O the results were AmpC inh detg -2.0%, Sm TGR block -1.3%, Tb PYK inh -3.6%, AmpC no deterg -24.1%, AMA1 RON2 block 2.4%, HCMV antiviral 23.8 and LmPK inhibitor -1.0%.
`COC(=O)c1cnn(-c2ccc(C)c(C)c2)c1-n1cccc1` gave AmpC inh detg -4.2%, Sm TGR block -12.6%, Tb PYK inh -1.5%, AmpC no deterg -15.5%, AMA1 RON2 block -1.4%, HCMV antiviral -21.3 and LmPK inhibitor -17.6%.
For CC(C)CCC(C(=O)O)C(C)CC(=O)NC1CCCCC1 (centres undefined) the results were AmpC inh detg -8.5%, Sm TGR block 40.5%[activator], Tb PYK inh -6.7%, AmpC no deterg -28.3%, AMA1 RON2 block -8.4%, HCMV antiviral -13.1 and LmPK inhibitor -0.1%.
For O=C(C=P(c1ccccc1)(c1ccccc1)c1ccccc1)c1ccccc1-c1ccccc1C(=O)C=P(c1ccccc1)(c1ccccc1)c1ccccc1 the results were Tb PYK inh -6.2%, AMA1 RON2 block inconclusive and HCMV antiviral -98.4*.
`Cc1csc(NC(=O)CSc2nc3[nH]c(=O)cc(O)c3s2)n1` gave Tb PYK inh -2.5%, AMA1 RON2 block -4.8% and HCMV antiviral inconclusive.
Screening CC(C(=O)Nc1ccc(F)cc1Cl)N(C)CCOc1ccccc1 (centres undefined) returned AmpC inh detg 1.4%, Sm TGR block -6.7%, Tb PYK inh 0.9%, AmpC no deterg 25.6%, AMA1 RON2 block 2.6%, HCMV antiviral -61.3* and LmPK inhibitor 1.2%.
For O=C(Cc1ccccc1)NCc1n[nH]c(=S)n1-c1ccccc1 the results were AmpC inh detg 4.9%, Sm TGR block 0.7%, Tb PYK inh -23.4%, AmpC no deterg -8.0%, AMA1 RON2 block -1.8%, HCMV antiviral 6.2 and LmPK inhibitor -0.6%.
Screening CCOCCCn1c(=NC(=O)c2ccc(OC)c(OC)c2)c(C#N)cc2c(=O)n3cccc(C)c3nc21 returned AmpC inh detg inconclusive, Sm TGR block 21.0%, AmpC no deterg -8.2% and LmPK inhibitor 5.9%.
For OCCN1CCOCCN(CCO)CCN(CCO)CC1 the results were AmpC inh detg -5.8%, Sm TGR block 0.8%, Tb PYK inh 4.3%, AmpC no deterg -9.1%, AMA1 RON2 block 31.7%[activator], HCMV antiviral 51.8 and LmPK inhibitor -0.9%.
COc1ccc(S(=O)(=O)N(C)C)cc1NCC(=O)Nc1cccc2ccccc12 was read as Tb PYK inh 2.4%, AMA1 RON2 block -22.2% and HCMV antiviral 2.4.
Screening Cc1cc2c(c(=O)n1Cc1cccnc1)C(c1ccc(F)cc1)C(C#N)=C(N)O2 (centres undefined) returned AmpC inh detg inconclusive, Sm TGR block 0.6%, Tb PYK inh -4.2%, AmpC no deterg -4.6%, AMA1 RON2 block -0.8%, HCMV antiviral -14.9 and LmPK inhibitor 1.0%.
Screening COCCNc1nc(Nc2ccc(C)cc2C)c2sccc2n1 returned Tb PYK inh -6.3%, AMA1 RON2 block -5.5% and HCMV antiviral -76.0*.
`CCCCCN(C(=O)CCC(=O)OCC(=O)c1ccc(C(C)CC)cc1)c1c(N)n(CCCC)c(=O)[nH]c1=O` (centres undefined) gave AmpC inh detg 3.8%, Sm TGR block 6.5%, Tb PYK inh -5.1%, AmpC no deterg -6.5% and AMA1 RON2 block -4.7%.
For CS(=O)(=O)c1ccc(C(=O)OCC(=O)NC(=O)C2CCCCC2)cc1[N+](=O)[O-] the results were AmpC inh detg inconclusive, Sm TGR block 7.08µM*, Tb PYK inh -9.2%, AmpC no deterg -6.6%, AMA1 RON2 block -20.8%, HCMV antiviral -77.2* and LmPK inhibitor -0.4%.
Screening COC(=O)c1ccc(NC(=O)c2c(-c3ccccc3)c(-c3ccccc3)nn(C)c2=O)cc1 returned AmpC inh detg -0.7%, Sm TGR block -5.0%, Tb PYK inh -2.6% and HCMV antiviral 52.2.
`O=C(O)c1cccc(NC(=O)c2cn(-c3ccccc3)nc2-c2ccncc2)c1` gave AmpC inh detg 1.2%, Tb PYK inh 0.1%, AmpC no deterg -28.0%, AMA1 RON2 block 2.6%, HCMV antiviral -18.3 and LmPK inhibitor 1.2%.
Screening COc1ccc(CNC(=O)CN(Cc2cccs2)C(=O)CCC(=O)Nc2ccccn2)cc1 returned AmpC inh detg 1.3%, Tb PYK inh 3.7%, AmpC no deterg 31.3%, AMA1 RON2 block 10.4%, HCMV antiviral -25.4 and LmPK inhibitor 0.3%.
For Cc1cc(NCCO)nc(N2CCOCC2)n1 the results were AmpC inh detg -11.9%, Sm TGR block 4.2%, Tb PYK inh -1.1%, AmpC no deterg -2.3%, AMA1 RON2 block -1.8%, HCMV antiviral 18.6 and LmPK inhibitor 0.1%.
`COc1ccc(OC)c(NC(=O)CN(C)S(=O)(=O)c2ccc(Cl)cc2)c1` gave AmpC inh detg -0.6%, Tb PYK inh -0.5%, AmpC no deterg 8.9%, AMA1 RON2 block -8.4%, HCMV antiviral -38.6 and LmPK inhibitor 2.8%.
Screening O=c1c2cc(F)ccc2[nH]c(=S)n1CCCN1CCOCC1 returned AmpC inh detg inconclusive, Sm TGR block 3.5%, Tb PYK inh -5.0%, AmpC no deterg -22.8%, AMA1 RON2 block 48.5%[activator], HCMV antiviral -3.1 and LmPK inhibitor -3.6%.
Screening COc1ccccc1/C=C/C=C(\C#N)C(=O)NC(C)c1ccccc1 (centres undefined) returned AmpC inh detg -6.4%, Sm TGR block -11.0%, Tb PYK inh -0.7%, AmpC no deterg -30.9%, AMA1 RON2 block -28.0%, HCMV antiviral inconclusive and LmPK inhibitor 1.8%.
For CCOC(=O)C1=C(CSc2nccn2C)NC(=O)NC1c1cc(C)ccc1C (centres undefined) the results were AmpC inh detg inconclusive, Sm TGR block -3.5%, Tb PYK inh -11.9%, AmpC no deterg 22.1%, AMA1 RON2 block 0.0%, HCMV antiviral 66.5 and LmPK inhibitor 11.0%.
O=C1C=C(Nc2ccc(O)cc2)C(=O)c2ccccc21 was read as AmpC inh detg inconclusive, Sm TGR block inconclusive, Tb PYK inh 1.1%, AmpC no deterg -26.1%, AMA1 RON2 block inconclusive, HCMV antiviral 0.0 and LmPK inhibitor inconclusive.
Screening CCCCn1cnc2c(SCc3ccccc3)nc(N)nc21 returned Tb PYK inh 1.1%, AMA1 RON2 block 0.2% and HCMV antiviral 23.9.
`CC[C@]12c3[nH]c4ccc(OC)cc4c3CCN1C(=O)C(CC(=O)NCCCOC)C[C@@H]2C(=O)N1CCN(C(=O)c2ccco2)CC1` (some centres undefined) gave Tb PYK inh -3.7%, AmpC no deterg 82.7%[activator], AMA1 RON2 block -2.6% and HCMV antiviral -0.3.
COc1ccc(-c2cn(-c3ccc(Cl)cc3)c3[n+]2CCCCC3)cc1 was read as AmpC inh detg 1.0%, Sm TGR block 2.4%, Tb PYK inh -2.6%, AmpC no deterg 5.6%, AMA1 RON2 block -2.8%, HCMV antiviral -66.0* and LmPK inhibitor -1.1%.
`CCOc1ccccc1C1C(C(=O)Nc2ccccc2)=C(C)Nc2c(C(=O)Nc3ccc(F)cc3)cnn21` (centres undefined) gave AmpC inh detg -5.3%, Sm TGR block -4.7%, Tb PYK inh -3.1% and HCMV antiviral -0.3.
CN(C)S(=O)(=O)c1ccc2[nH]cc(/C=C/c3nc4ccccc4c(=O)n3-c3ccccc3)c2c1 was read as AmpC inh detg -10.8%, Sm TGR block -13.8%, Tb PYK inh -3.7%, AmpC no deterg -10.0%, AMA1 RON2 block -0.4%, HCMV antiviral -6.7 and LmPK inhibitor 0.7%.

Pulled by structure from the list above (two):
Screening Cn1c(=O)[nH]c(=O)c2c1nc(SCc1ccccc1Cl)n2CC(N)=O returned AmpC inh detg inconclusive, Sm TGR block -10.1%, AmpC no deterg -9.7%, HCMV antiviral -19.1 and LmPK inhibitor -0.9%.
`COc1ccccc1NC(=O)Cn1nnc(C(=O)Nc2ccccc2Br)c1N` gave AmpC inh detg 5.4%, Sm TGR block 4.5%, Tb PYK inh 0.3% and HCMV antiviral 2.4.
